# Source: PubChem BioAssay (National Center for Advancing Translational Sciences (NCATS))
# A-T KAP1 phos = potential ataxia-telangiectasia treatments restoring KAP-1 phosphorylation | hit rate 0.19% among 320,000 | AID 485349 | Potency, µM (series often up to 57.5 µM), for inactives: top-dose activation, actives largely listed as activators | […] A-T fibroblasts, KAP-1 phosphorylation AlphaLISA; neocarzinostatin DNA damage 30 min before lysis; also: potency is read from the fitted curve at half-maximal effect; % of control where 0% means no effect; nearly all actives have a fitted effect of over 45% in size
#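 ATM-like activity read as KAP-1 phosphorylation via AlphaLISA donor/acceptor antibody pairs after lysis and 6 hr at 25C. Cells were ATM-null patient fibroblasts ([…], hTERT), dosed 60 min, then exposed to the DSB inducer NCS for 30 min.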
# Menin MLL FP TR = menin-MLL binding inhibition, Texas Red mutant peptide; O00255; Menin + Texas Red MLL mutant peptide, fluorescence polarization; Potency, µM (doses to about 61.6 µM), inactives show at the top dose FP activity change, negative = inhibition, usual class: inhibitors; hit rate 0.23% among 270,000; active = well fitted inhibition curve with a large enough effect in the polarisation, with a control signal flat, not every such curve was filed as active; inconclusive = small, poorly fitted or top-dose-only effect, or effect the other way, or a change in a side signal; inactive = no such curve, though single readings can be large or run the other way; the % refers to the polarisation; also: potency is read from the fitted curve at half-maximal effect; % of control where 0% means no effect; many of its hits are not listed in these tables
# TSG101-PTAP inh = blocks PTAP/TSG101 interaction to inhibit HIV-1 budding; Fluorescence polarization, FITC-PTAP peptide / Tsg101 binding; Potency, µM (doses to about 115 µM), for inactives: at the top dose activity change, negative = inhibition, actives largely listed as inhibitors; 340,000 tested, under 10 active; Q99816; AID 493005; active = well fitted inhibition curve with a large enough effect in the main read-out, with a control signal flat, not every such curve was filed as active; inconclusive = small, poorly fitted or top-dose-only effect, or effect the other way, or a change in a side signal; inactive = no such curve, though single readings can be large or run the other way; also: potency is read from the fitted curve at half-maximal effect; % of control where 0% means no effect
# Target sequence (Q99816 whole entry, looked up): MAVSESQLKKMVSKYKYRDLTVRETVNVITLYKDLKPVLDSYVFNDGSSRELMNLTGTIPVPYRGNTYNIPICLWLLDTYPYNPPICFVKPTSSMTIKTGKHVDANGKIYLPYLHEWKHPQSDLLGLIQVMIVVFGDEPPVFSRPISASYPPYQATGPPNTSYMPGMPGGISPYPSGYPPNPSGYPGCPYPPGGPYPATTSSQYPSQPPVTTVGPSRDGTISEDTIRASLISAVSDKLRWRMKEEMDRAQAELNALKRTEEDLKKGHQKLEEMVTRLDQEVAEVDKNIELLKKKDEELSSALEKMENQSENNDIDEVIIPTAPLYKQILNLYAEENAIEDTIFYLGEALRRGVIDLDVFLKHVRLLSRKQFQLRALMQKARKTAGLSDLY
#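 Tsg101 binding domain (10 uM final) was mixed with compound and a FITC-labeled PTAP peptide (50 nM final) in HEPES pH 7.5 buffer with NaCl, Tween 20, EDTA and TCEP; fluorescence polarization was read after 20 min at r.t.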
# TCR act = T cell receptor activation | Potency, µM (titrated, usually from 9.22 µM), for inactives: top-dose activation of IL-2 secretion, usual class: activators | 330,000 tested, under 10 active | primary human leukocytes, anti-CD3, IL-2 HTRF, 48 h; also: % of control where 0% means no effect
#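 48 hr co-incubation of compounds, a-CD3 beads and primary human leukocytes; IL-2 quantified homogeneously by HTRF with anti-IL-2 K and d2 conjugates.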
# Integrin act MD = activates integrin-mediated alleviation for muscular dystrophy; alpha7betagal myoblasts, beta-gal FDG fluorescence, 48 h; AID 624291; hit rate 0.064% among 350,000; Potency, µM (top dose mostly 38.3 µM), for inactives: at the top dose activation, most hits filed as activators;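 also: potency is read from the fitted curve at half-maximal effect; 100% = response of the positive control SU9516; nearly all actives have a fitted effect of over 60% in size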
#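 alpha7betagal+/- myoblasts (passage 13, 250/well) treated 48 h at 37C with compounds at 1:260 dilution of DMSO stock. Lysed, then beta-galactosidase activity read as FDG fluorescence (ex 480/em 540) after 30 min, with pre-read for autofluorescence.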
# MBNL1-CUG inh = blocks human MBNL1 binding to CUG repeat RNA; AID 2675; hit rate 0.036% among 280,000; Q9NR56; TR-FRET MBNL1-His/biotin-(CUG)12 binding, 665/545 ratio; Potency, µM (doses to about 57.5 µM), without a hit: at the highest dose activity change, negative = inhibition, usual class: inhibitors; active = well fitted inhibition curve with a large enough effect in the signal ratio, with a control signal flat, not every such curve was filed as active; inconclusive = small, poorly fitted or top-dose-only effect, or effect the other way, or a change in a side signal; inactive = no such curve, though single readings can be large or run the other way; the % refers to the signal ratio; also: potency is read from the fitted curve at half-maximal effect; % is scaled to controls: 0 for no effect and ±100 for the full control effect
#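 Ratiometric TR-FRET (665 over 545 nm, excitation 340 nm) tracks disruption of MBNL1-His/biotin-(CUG)12 complex after 60 min at room temperature, with compounds at 92 nM to 58 uM final.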
# Mito fusion yeast = mitochondrial division inhibition or fusion activation; Potency, µM (titrated, usually from 46.1 µM), for the others: at the highest dose growth rescue (activation), hits mostly activators; S. cerevisiae fusion-defective mutant growth rescue, CellTiterGlo 48 h; hit rate 0.23% among 320,000; AID 485298;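 also: potency is read from the fitted curve at half-maximal effect; % of control where 0% means no effect; nearly all actives have a fitted effect of over 45% in size; temperature-sensitive fusion mutants such as fzo1-1 at 37 °C on non-fermentable ethanol glycerol medium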
#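 Read-out: ATP-based luminescence (CellTiterGlo, 10 min ambient) reporting growth of fusion-defective ts yeast after 48 hours at 37C on glycerol/ethanol YPEG medium in the presence of compound.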
# ASM inhibitor = human S-ASM enzyme inhibition; placental ASM, HMU-PC fluorogenic substrate, 60 min; Potency, µM (series often up to 57.5 µM), without a hit: top-dose activity change, negative = inhibition, actives largely listed as inhibitors; AID 504937; hit rate 0.006% among 340,000; also: potency is read from the fitted curve at half-maximal effect
#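 Steps: dispense placental human ASM, pin compound, wait 10 min at room temperature, add HMU-PC0 substrate at 9 uM final, incubate 60 min at 37 °C, add stop solution raising pH to 10, read fluorescence.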
# CXXC DNA block = inhibitors of human MLL CXXC domain-DNA interaction. Q03164. MLL-CXXC / FITC-HOXA9 DNA fluorescence polarization. Potency, µM (series often up to 115 µM), inactives show at the top dose activity change, negative = inhibition, hits mostly inhibitors. hit rate 0.037% among 290,000. AID 2662; active = well fitted inhibition curve with a large enough effect in the polarisation, with a control signal flat, not every such curve was filed as active; inconclusive = small, poorly fitted or top-dose-only effect, or effect the other way, or a change in a side signal; inactive = no such curve, though single readings can be large or run the other way; the % refers to the polarisation; also: potency is read from the fitted curve at half-maximal effect
#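 Purified MLL-CXXC (added from a 7 uM solution) was preincubated 5 min at ambient with pinned compounds in 50 mM Tris-HCl pH 7.5, 50 mM NaCl, 1 mM DTT, 0.05% BSA. Fluorescein-labeled HOX-A9 DNA (50 nM solution) followed, 30 min, then polarization read.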
# TSHR antag = antagonists of human thyroid stimulating hormone receptor; P16473; TSHR-expressing cells, TSH-stimulated cAMP HTRF, 2 h; hits give low values; hit rate 0.2% among 330,000; activity change, negative = inhibition, % at 11.5 µM;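 active = activity change below a set negative limit, meaning inhibition stronger than a set level, cut at about -70% in these data; inconclusive = activity change between two set negative limits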; also: % is scaled to controls: 0 for no effect and ±100 for the full control effect
# Target sequence (P16473 whole entry, looked up): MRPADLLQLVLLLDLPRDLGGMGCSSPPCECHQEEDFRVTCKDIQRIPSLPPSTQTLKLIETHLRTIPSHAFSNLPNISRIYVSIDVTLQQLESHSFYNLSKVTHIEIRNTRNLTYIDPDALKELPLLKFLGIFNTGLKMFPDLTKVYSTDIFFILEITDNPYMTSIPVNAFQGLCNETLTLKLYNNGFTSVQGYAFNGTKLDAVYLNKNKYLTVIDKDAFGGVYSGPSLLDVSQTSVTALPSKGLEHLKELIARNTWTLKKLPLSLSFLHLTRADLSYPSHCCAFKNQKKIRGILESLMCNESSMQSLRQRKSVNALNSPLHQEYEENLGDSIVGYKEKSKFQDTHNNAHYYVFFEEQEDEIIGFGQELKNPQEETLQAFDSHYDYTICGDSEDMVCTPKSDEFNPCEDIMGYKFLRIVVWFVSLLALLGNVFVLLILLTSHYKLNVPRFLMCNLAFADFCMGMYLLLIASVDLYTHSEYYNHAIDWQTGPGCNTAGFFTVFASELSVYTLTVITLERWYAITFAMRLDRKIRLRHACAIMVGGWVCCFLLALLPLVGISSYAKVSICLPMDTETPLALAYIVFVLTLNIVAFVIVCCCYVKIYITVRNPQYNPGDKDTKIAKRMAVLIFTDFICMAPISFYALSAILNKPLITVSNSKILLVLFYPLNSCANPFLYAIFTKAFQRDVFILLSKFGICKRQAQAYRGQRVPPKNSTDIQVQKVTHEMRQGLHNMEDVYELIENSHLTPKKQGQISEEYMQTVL
#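 TSHR-expressing cells, 200/well, pre-treated with compound, then stimulated with EC80 TSH (4nM final) for 2 hours at 37 deg C. cAMP measured by competitive HTRF: anti-cAMP cryptate antibody in lysis buffer plus cAMP-d2, read after 30 minutes at room temperature.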
# * hit, by the source's call; u = inconclusive; x = not tested or not shown; [ ] = dose if it differs, or a comment. Unless noted, calls follow the shape of the dose curve; as a rule, active = well fitted curve in the direction sought with a large enough effect; inconclusive = small, poorly fitted or top-dose-only effect, or another doubt; inactive = no such curve, though single readings can be large; an effect the other way counts as inactive or inconclusive. The list is partial, so the mix of outcomes need not match the whole.
SMILES,A-T KAP1 phos,Menin MLL FP TR,TSG101-PTAP inh,TCR act,Integrin act MD,MBNL1-CUG inh,Mito fusion yeast,ASM inhibitor,CXXC DNA block,TSHR antag
O=S(=O)(Nc1nc2ccccc2nc1Cl)c1ccc2ccccc2c1,-8.5%,u,-3.7%,-14.4%[46.1 µM],5.2%,x,u,57.5%[activator],5.7%,-23.1
O=C1OC2(CCCCC2)OC(=O)C1=CNc1nccs1,0.2%,-1.3%,0.8%,-5.6%,9.3%,15.6%,-3.7%,2.4%,-13.8%,-4.0
Cc1nc2ccccn2c1/C(O)=C1\C(=O)C(=O)N(CCCn2ccnc2)C1c1ccncc1 (stereo not drawn),8.0%,18.4%,-6.8%,0.5%,-10.2%,15.5%,-1.8%,-4.0%,-9.9%,10.2
CCc1ccc(NC(=O)c2cc(-c3cccs3)on2)cc1,0.7%,-14.7%,-1.2%,-1.0%,12.2%,26.2%,-6.2%,0.8%,4.5%,-25.6
CCOC(=O)c1c(NC(=S)NCC2CCCO2)sc(C)c1C (stereo not drawn),-0.4%,-3.0%,-2.0%,-0.1%,-9.9%,29.1%,4.0%,-1.0%,-2.6%,1.1
COc1cc(OC)c(C(=O)CCCN2CCCC2)c(OC)c1,4.2%,-0.6%,-2.4%,-2.1%,x,-9.5%,-5.3%,6.2%,2.0%,-0.4
CCOc1ccccc1N1CC(C(=O)N2CCOCC2)CC1=O (stereo not drawn),-3.5%,-7.7%,1.3%,2.4%,-21.5%,-4.8%,-2.8%,-3.9%[11.5 µM],-0.4%,-3.1
Cc1cccc(C)c1NC(=S)N(CCN(C)C)Cc1cccs1,3.4%,-13.9%,-0.2%,5.0%,15.2%,-8.1%,-0.1%,-4.4%,1.0%,7.1
Cc1ccccc1-n1c(SC(C)C(=O)N2CCN(C)CC2)nc2ccccc2c1=O (stereo not drawn),1.9%,16.7%,-3.1%,-3.6%,-17.3%,-1.1%,2.0%,1.0%,-2.6%,-5.6
COc1cc(/C=N/N(C)S(=O)(=O)c2ccc(C)cc2)cc([N+](=O)[O-])c1O,-18.3%,x,-3.0%,-1.0%,-7.5%,4.4%,15.8%,-9.5%,-9.8%,-0.5
O=C(CSc1nncn1-c1ccccc1)NC1CCCC1,4.0%,-11.0%,0.0%,0.6%,4.0%,-1.9%,2.0%,2.4%,-8.8%,-3.3
CCO[C@H]1OC(C(=O)NC2CC2)=C[C@@H](c2ccc3c(c2)OCO3)[C@@H]1CCCO,x,3.2%,-3.2%,-1.6%,0.7%,-19.4%,5.6%,1.0%,11.8%,-21.7
O=C(CN1CCN(C(=O)c2ccco2)CC1)Nc1ccc(F)cc1F,-5.6%,6.5%,-1.7%,0.4%,41.2%,-4.1%,4.8%,5.1%,7.8%,21.4
Cc1ccc(C2=Nc3ccccc3N=C(C(Cl)Cl)C2)cc1,-1.4%,-5.8%,-12.0%,1.1%,5.1%,11.2%,-3.4%,-0.5%,16.7%,16.6
CCN(CC)CCN1C(=O)C(O)=C(C(=O)c2cc3cccc(OC)c3o2)C1c1ccc(F)cc1 (stereo not drawn),-7.0%,x,-1.3%,-3.2%,9.9%,24.9%,-0.5%,-0.4%,-20.6%,2.3
COCCC1CCCCN1C(=O)c1cc(COc2ccc(-n3cncn3)cc2)on1 (stereo not drawn),-2.7%,x,-3.5%,x,-44.9%[inhibitor],-2.7%,-0.5%,30.7%,-2.0%,-27.9
CCOc1cc(/C=C2/C(=O)ON=C2C)cc(Br)c1O,-13.6%,u,45.8%[activator],1.1%,7.1%,18.6%,6.9%,-1.5%,-11.7%,-2.8
COc1ccc(S(=O)(=O)N2CCc3ccccc32)cc1C(=O)N(CC(C)C)C1CCS(=O)(=O)C1 (stereo not drawn),2.0%,x,0.0%,12.9%,-13.3%,x,-5.2%,1.9%,x,48.0
O=C(NC1C=CS(=O)(=O)C1)c1sc2ccccc2c1Cl (stereo not drawn),-8.7%,-3.0%,-5.0%,1.4%,-60.5%[inhibitor],24.0%,-13.9%,-0.9%,8.9%,14.7
CN(C)CCCNC(=O)CCc1ncc(C(F)(F)F)cc1Cl,3.3%,-9.7%,1.9%,-1.9%,-2.1%,-0.2%,18.1%,5.6%,2.8%,1.0
Cc1sc2nc3ccc(NCc4ccco4)nn3c(=O)c2c1C,22.5%,-18.4%,-9.2%,2.2%,-21.5%,u,-2.4%,450.6%[activator],-0.2%,-10.2
CNc1snc(C)c1C(=O)OC(C)C(=O)c1ccc(F)cc1 (stereo not drawn),-10.6%,x,-3.3%,0.1%,20.5%,x,14.3%,-1.9%,x,-18.6
CSCc1ccc(C(=O)NC2CC(C)(C)Cc3c2cnn3-c2ccc(F)cc2)o1 (stereo not drawn),-0.2%,0.3%,-5.1%,-2.2%,-27.3%,-3.4%,-7.2%,-0.4%,14.3%,-7.0
Cc1onc(C(=O)Nc2sc3c(c2C#N)CCCC3)c1[N+](=O)[O-],0.9%,u,-5.9%,0.8%,1.8%,u,6.4%,-3.8%,-1.3%,15.3
COc1cc2c(cc1OC)C(COc1ccccc1OC)N(C(=O)C(C)C)CC2 (stereo not drawn),-1.3%,-9.3%,-2.6%,-3.2%,-4.3%,-1.2%,3.5%,3.2%,4.2%,-4.7

# Remaining list, next part.
SMILES,A-T KAP1 phos,Menin MLL FP TR,TSG101-PTAP inh,TCR act,Integrin act MD,MBNL1-CUG inh,Mito fusion yeast,ASM inhibitor,CXXC DNA block,TSHR antag
Cc1snc(SCC(=O)c2ccc([N+](=O)[O-])cc2)c1C#N,-5.9%,u,2.1%,-0.2%,19.3%,x,6.3%,-2.6%,-7.3%,-10.2
CCOc1ccc(Oc2c(/C=N/NC(=O)C3CC3)c(C)nn2-c2ccccc2)cc1,-2.9%,3.1%,-0.2%,-0.2%[46.1 µM],19.1%,-19.8%,2.2%,-7.4%,-7.1%,28.0
Cc1ccc(/C=N/Nc2nncc(-c3ccccc3)n2)o1,-13.6%,u,-0.2%,2.2%,16.8%,u,-7.5%,-3.3%,-8.3%,-3.0
CCCCn1c(N)c(N(CCOC)C(=O)CSc2nc3ccc(C)cc3[nH]2)c(=O)[nH]c1=O,3.4%,2.4%,-3.4%,9.2%,-12.4%,-8.5%,-0.2%,3.3%,22.0%,0.8
CCOc1cc2[nH]c(=O)n(CCCC(=O)NCc3ccco3)c(=O)c2cc1OCC,-4.3%,2.5%,0.8%,-3.1%,-7.8%,-11.4%,-1.8%,-0.9%,-7.3%,-12.2
COc1ccccc1N1CCN(C(=O)CCCn2nc(C)c([N+](=O)[O-])c2C)CC1,1.8%,-9.2%,1.2%,-2.4%,-24.2%,2.6%,-1.6%,1.4%,17.5%,-2.6
COc1ccc(CNC(=O)C(=O)NCCC2CCCCN2S(=O)(=O)c2ccc(C)cc2)cc1 (stereo not drawn),-0.3%,x,-3.0%,-1.5%,7.1%,x,15.6%,2.5%,x,5.2
COc1ccc(CCN2C(=O)NC(NC(=O)CCc3ccccc3)(C(F)(F)F)C2=O)cc1OC (stereo not drawn),-1.9%,0.8%,-2.3%,9.2%[46.1 µM],5.2%,x,-3.7%,1.1%,13.1%,4.1
CN(Cc1ccccc1Cl)C(=O)CNC(=O)C12CC3CC(CC(C3)C1)C2,-2.2%,x,-4.0%,-4.2%,22.6%,x,x,-3.8%,x,x
Cc1ccc(C)c(S(=O)(=O)N2CCN(C(=O)C3CC3C)CC2)c1 (stereo not drawn),13.5%,x,0.7%,2.6%,-3.2%,x,-3.1%,-0.3%,x,4.5
CCOc1ncccc1C(=O)NCCc1ccc(Cl)cc1,50.0%,u,-4.4%,1.5%,-12.6%,0.4%,7.8%,1.8%,u,-7.1
COC(=O)CCC(=O)COc1ccc(OC)cc1C#N,1.7%,-1.1%,-0.3%,-2.6%,14.7%,-1.1%,-1.2%,9.6%,0.3%,0.4
COC(=O)CC1C(=O)NCCN1C(=O)Nc1ccc(Cl)cc1 (stereo not drawn),1.7%,19.3%,-3.9%,-0.7%,5.8%,-4.8%,-2.7%,2.4%,0.4%,7.5
Cc1ccc(OCCNC(=O)c2cc(=O)[nH]c3ccccc23)cc1,-1.0%,-0.4%,1.5%,-3.5%,-7.5%,1.2%,4.0%,0.3%,-10.4%,-6.9
COc1ccc(-c2[nH]ncc2CN2CCN(Cc3cccs3)CC2)cc1F,-2.0%,-9.7%,1.1%,0.2%,-14.3%,3.3%,-2.8%,-3.9%,-20.7%,2.2
O=C(Nc1ccccc1)c1cc(S(=O)(=O)N2CCSCC2)ccc1Cl,4.7%,17.2%,-1.3%,-17.7%[46.1 µM],4.9%,x,1.5%,x,13.0%,3.3
